RGS4 pot: potentiators or activators of RGS4; B-score at 10 µM; AID 463111; hit rate 0.92% among 310,000; HEK293 M3R/inducible RGS4, carbachol calcium flux Fluo4; stronger effect = lower value;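 active = B-score of the integrated calcium signal more than 4 SD below the library mean, with starting fluorescence not abnormally high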;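 note: negative B-score means reduced calcium response which marks RGS4 activation or potentiation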
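test system = HEK293 cells with stable M3R and inducible RGS4 | schedule = recording 10 s baseline at 1 Hz, 100 s post-agonist | technique = Fluo4-AM (2 µM) calcium-flux fluorescence, kinetic read | measure = Agonist-evoked peak-minus-minimum fluorescence over baseline, integrated ratio, B score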
RGS4 block: inhibitors of human RGS4; P49798; HEK293 M3R/RGS4 inducible, Fluo-4 calcium flux; stronger effect = higher value; triggered by carbachol at its EC20; B-score at 10 µM; hit rate 0.45% among 310,000;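 active = B-score, a plate-corrected calcium signal, over three deviations above library mean, with baseline fluorescence within five deviations of library mean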;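 note: RGS4 expression induced by doxycycline in cells with stable M3 receptor; B-score is computed from the integrated fluorescence ratio over baseline after carbachol; higher B-score means a larger calcium signal and so more RGS4 inhibition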
Target sequence (P49798 whole entry, looked up): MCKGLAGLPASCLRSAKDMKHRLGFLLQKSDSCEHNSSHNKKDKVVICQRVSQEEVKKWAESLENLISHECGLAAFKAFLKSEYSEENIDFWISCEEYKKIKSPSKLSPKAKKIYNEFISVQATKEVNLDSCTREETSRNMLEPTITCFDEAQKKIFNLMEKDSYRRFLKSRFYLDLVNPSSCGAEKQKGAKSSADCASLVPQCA
KCNQ1 block: inhibitors of human KCNQ1 potassium channel; CHO-K1 KCNQ1, FluxOR thallium flux fluorescence; stronger effect = higher value; hit rate 1.3% among 310,000; P51787; B-score at 10 µM;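 active = compounds whose thallium flux B-score, printed positive for inhibition, exceeds three library SD while starting fluorescence stays within three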;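 note: channel opened by potassium depolarization with thallium stimulus after 20 min compound exposure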
KCNK3 block: human KCNK3 channel inhibition, primary screen. hit rate 0.84% among 340,000. O14649. AID 602410. CHO-KCNK3 thallium flux, FluxOR fluorescence; stronger effect = lower value. B-score at 10 µM;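 active = B-score under library mean minus 4 SD, starting fluorescence ratio at most library mean plus 5 SD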;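 note: more negative B-score means stronger inhibition of thallium flux through KCNK3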
Target sequence (O14649 whole entry, looked up): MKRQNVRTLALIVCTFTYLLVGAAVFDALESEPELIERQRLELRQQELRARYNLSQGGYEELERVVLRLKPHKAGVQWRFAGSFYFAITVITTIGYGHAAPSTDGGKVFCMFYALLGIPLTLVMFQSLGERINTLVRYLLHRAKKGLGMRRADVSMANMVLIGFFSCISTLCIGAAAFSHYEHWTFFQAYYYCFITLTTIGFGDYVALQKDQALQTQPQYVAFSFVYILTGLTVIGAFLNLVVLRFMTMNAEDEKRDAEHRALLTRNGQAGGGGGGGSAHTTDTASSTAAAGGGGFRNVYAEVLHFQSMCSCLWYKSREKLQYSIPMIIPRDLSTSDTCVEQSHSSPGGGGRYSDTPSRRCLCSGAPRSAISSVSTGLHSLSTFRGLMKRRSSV
ANO1 activ: activates or potentiates the mouse TMEM16A chloride channel. Q8BHY3. HEK293 TMEM16A/YFP-H148Q/I152L, iodide quench fluorescence; stronger effect = lower value. B-score at 10 µM. hit rate 0.3% among 340,000;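 active = fluorescence-ratio B-score plate-corrected deviation score at least 3 library SD below zero, with starting fluorescence score within 5 deviations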;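 note: channel opened by trigger with iodide after compound preincubation; score built on the fluorescence ratio of max minus min over baseline; more negative score means more quench and so TMEM16A activation or potentiation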
hERG rescue: compounds protecting human hERG from proarrhythmic drug block; Q12809; CHO-hERG, FluxOR thallium flux, dofetilide IC70 present; activation (rescue from dofetilide block), less the hit threshold, % at 10 µM; hit rate 0.51% among 310,000; AID 1511;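 active = activation above the mean of controls blocked by dofetilide plus 5 SD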;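 note: thallium influx through hERG after potassium depolarization seen as dye fluorescence rise; in these data hits start at about 4.7%; inactives centre near -7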
TMEM16A inh: blocks the mouse calcium-activated chloride channel TMEM16A. Q8BHY3. HEK293 TMEM16A/YFP iodide influx fluorescence, ionomycin. normalized B-score (activity score, 25-100; higher = stronger inhibition) at 10 µM. hit rate 1.2% among 310,000. AID 588511;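 active = ratio plate-corrected score three or more library SD toward inhibition, starting fluorescence score within five deviations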;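 note: score derived from kinetic fluorescence span divided by baseline fluorescence per well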
KCNQ1 act: potentiates or activates the human KCNQ1 potassium channel. P51787. CHO-K1 KCNQ1, thallium flux FluxOR fluorescence; stronger effect = higher value. B-score at 10 µM. hit rate 0.35% among 310,000. AID 2648;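 active = fluorescence ratio B-score, a plate-corrected score, at least three library SD, with initial intensity B-score within 5 SD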
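assay system = CHO-K1 cells stably expressing KCNQ1 | medium = assay buffer, equal DMSO in all wells | timing = 37 °C overnight plating, 90-min dark dye load, 20-min compound pretreatment | measured by = kinetic FluxOR thallium fluorescence, 10-s 1-Hz baseline, 110-s post-stimulus read | measure = fluorescence change relative to baseline, converted to B score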
SKKanGAS inh: blocks kanamycin growth of S. pyogenes SKKanGAS strain. hit rate 1.3% among 300,000. BacTiter-Glo, 6 h. inhibition, % at 7.5 µM;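 active = mean replicate score, as percent of positive control median, at least 50; inconclusive = mean below 50 but one replicate at or above 50; inactive = mean and every replicate below 50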;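 note: strain carries kanamycin resistance gene driven by streptokinase promoter and grows in 40 µg/ml kanamycin; loss of luminescence reflects streptokinase promoter inhibition or plain growth inhibition; 0% = median of DMSO wells and 100% = positive control at its reference dose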
HDAC3 inhib: inhibitors of human histone deacetylase 3 | O15379 | recombinant HDAC3, fluorogenic peptide/trypsin coupled, fluorescence | hit rate 0.15% among 320,000 | inhibition, % at 8.3 µM; in the data active = inhibition above about 26%, passing the limit was not always enough; inconclusive = no clear call, values can overlap the other calls
Target sequence (O15379 whole entry, looked up): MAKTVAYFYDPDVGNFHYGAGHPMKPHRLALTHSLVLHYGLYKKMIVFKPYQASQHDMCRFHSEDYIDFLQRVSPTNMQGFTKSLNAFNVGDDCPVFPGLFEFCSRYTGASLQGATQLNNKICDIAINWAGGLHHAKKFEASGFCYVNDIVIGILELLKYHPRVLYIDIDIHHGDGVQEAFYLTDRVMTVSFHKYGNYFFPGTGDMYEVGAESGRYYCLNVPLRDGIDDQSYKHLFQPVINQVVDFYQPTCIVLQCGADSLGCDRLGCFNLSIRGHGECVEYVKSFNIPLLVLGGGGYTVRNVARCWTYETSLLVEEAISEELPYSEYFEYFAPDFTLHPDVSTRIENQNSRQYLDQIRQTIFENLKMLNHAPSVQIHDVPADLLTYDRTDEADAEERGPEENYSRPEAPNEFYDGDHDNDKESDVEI
KCNK9 inh: inhibitors of human KCNK9 two-pore domain potassium channel; hit rate 1.2% among 310,000; B-score at 10 µM; HEK293 KCNK9, FluxOR thallium flux fluorescence; stronger effect = lower value; Q9NPC2;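 active = ratio B-score over 3 SD below the library mean, with starting fluorescence within 5 SD of its mean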;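 note: negative B-score means less thallium flux so channel inhibition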
An asterisk follows results filed as active; i = inactive; ? = inconclusive; / = no result given.

SMILES	RGS4 pot	RGS4 block	KCNQ1 block	KCNK3 block	ANO1 activ	hERG rescue	TMEM16A inh	KCNQ1 act	SKKanGAS inh	HDAC3 inhib	KCNK9 inh
CC(C)CC(=O)Nc1nnc(S(=O)(=O)N2CCCCCC2)s1	i	i	i	i	i	-8.3	i	i	0.6	-0.2	i
CCNc1ccc(C(=O)OCC(=O)N(Cc2ccccc2)C(C)(C)C)cc1[N+](=O)[O-]	i	i	i	i	i	-11.6	i	i	21.1	12.5	i
CC12CCC(=O)N1C(C(=O)Nc1nc(-c3ccc(F)c(F)c3)cs1)CS2 (configuration not stated)	i	i	i	i	i	-11.6	i	i	-7.9	/	i
CCC(C)[C@H]1CN=C(N)N1CCc1cccc(F)c1 (some centres not stated)	i	i	i	i	i	-4.2	i	i	4.3	1.7	i
CCCOP(=O)(OCCC)C(Nc1ccc(C(C)C)cc1)c1ccc([N+](=O)[O-])cc1 (configuration not stated)	i	i	i	-8.83*	i	-15.7	i	i	24.1	3.2	i
Cn1c(CN2CCOCC2)nnc1SCC(=O)Nc1cccc(C(F)(F)F)c1	i	i	i	i	i	-3.4	i	i	-0.2	0.5	i
N/C(=N\OC(=O)C1CCCCC1)c1cccnc1	i	i	i	i	i	-8.6	i	i	-5.0	-4.0	i
COc1cc2c(C(=O)NCCN(C)C)cn(CC(C)C)c(=O)c2cc1OC	i	i	i	i	i	-8.7	i	i	-6.8	10.3	i
O=C(c1ccccc1)N1CCSC1=S	i	i	i	i	i	-10.8	i	i	11.5	8.6	i
Cc1ccc(/C=C(\C#N)C(=O)NC(C)C)o1	i	i	i	i	i	3.0	i	i	-0.7	10.5	i
Cc1cc(/C=N/Nc2ccc([N+](=O)[O-])cn2)c(C)n1-c1ccccc1	i	i	i	i	i	-2.6	i	i	10.8	0.3	i
CC(C)CN(C(=O)COC(=O)CNC(=O)c1ccccc1F)c1c(N)n(Cc2ccccc2)c(=O)[nH]c1=O	i	i	i	i	i	-5.7	i	i	5.5	0.5	i
COc1ccc(Nc2nc(Cl)c(C=O)s2)cc1	i	i	i	i	i	-18.7	i	i	1.5	1.5	i
O=C(CSc1nnc(NC(=O)c2cccc(Cl)c2)s1)NCC1CCCO1 (configuration not stated)	i	i	i	i	i	-5.5	i	i	?	-6.1	i
O=S(=O)(c1cccc2nonc12)N1CCN(c2cccc(Cl)c2)CC1	i	i	i	i	i	-1.6	i	i	-2.0	4.1	i
Cc1ccc(OCCNS(=O)(=O)c2ccc(N3CCCC3=O)cc2)cc1C	i	i	i	i	i	-4.1	i	i	-13.5	0.0	i
Cc1c(=O)n(OCc2ccccc2F)c2ccccc2[n+]1[O-]	i	i	i	i	i	-4.2	i	i	-2.2	3.6	i
CCOC(=O)C1CCCN(S(=O)(=O)c2cn(C)c(=O)n(C)c2=O)C1 (configuration not stated)	i	i	i	i	i	-5.5	i	i	-1.4	-13.0	i
CCOc1ccc(NC(=O)N(CCN2CCOCC2)Cc2ccc3c(c2)CCCN3CC)cc1	i	i	i	i	i	-8.7	i	i	-18.5	-5.4	i
CC(C)C(C)(C#N)NC(=O)CSc1ncnc2sc(-c3ccccc3)cc12 (configuration not stated)	i	i	i	i	i	4.3	25*	i	21.2	3.5	i
Cc1ccc(NC2=NC(c3ccccc3)n3c(nc(C)cc3=O)N2)cc1 (configuration not stated)	i	i	i	i	i	-8.7	i	i	-0.2	-0.4	i
Cc1ccc(/C=C/c2onc(C)c2S(=O)(=O)N2CCC(C(=O)N3CCN(C)CC3)CC2)cc1	i	i	i	i	i	-8.6	i	i	-2.2	16.2	i
CCCCCCSc1ccc([C@H]2N[C@@](C)(C(=O)OC)[C@H]3C(=O)N(C)C(=O)[C@@H]23)cc1	i	i	i	i	i	-4.1	100*	i	8.2	18.6	i
ClCc1csc(-c2ccccc2Cl)n1	i	i	i	i	i	-5.9	i	i	3.4	-3.1	i
COc1ccc(-c2csc(NC(=O)C3CC(=O)N(Cc4ccccc4)C3)n2)cc1OC (configuration not stated)	i	i	6*	i	i	-12.4	i	i	3.1	5.5	i
CCOC(=O)c1ccc(S(=O)(=O)N2CCC(C(=O)O)CC2)cc1	i	i	i	i	i	-8.2	i	i	-3.1	-1.3	i
c1ccc(CCNc2ncnc3nc[nH]c23)cc1	i	i	i	i	i	-5.1	i	i	1.1	-10.2	i
Cc1ccc(N(CC(=O)NCc2ccc3c(c2)OCO3)S(C)(=O)=O)cc1	i	i	i	i	/	-10.1	i	i	-7.7	-2.7	i
Cn1nc(C(=O)N2CCN(S(=O)(=O)/C=C/c3ccccc3)CC2)c2ccccc2c1=O	i	i	i	i	i	-11.8	i	i	-2.0	-0.7	i
COCCn1c(SCC(=O)Nc2nc(C)c(Cl)cc2Cl)nc2ccccc21	i	i	i	i	i	-3.1	i	i	-4.0	1.0	i
Cc1ccc(C(=O)Nc2cccc(C(=O)NCc3ccccc3)c2)cc1	i	i	i	i	i	-5.5	i	i	2.2	/	i
COc1ccnc(Oc2cc(Cl)cc(Cl)c2)c1C#N	i	i	i	i	i	-3.6	i	i	7.6	3.7	i
O=C(Nc1cnccc1C(F)(F)F)NC1CCCCC1	i	i	i	i	i	-8.2	i	i	0.8	-1.0	i
Nc1[nH]n(-c2ccccc2)c(=O)c1N=Nc1ccc2c(c1)OCCO2	i	i	i	i	i	-8.7	i	i	1.8	-0.1	i
COc1ccc(NC(=S)N2CCC(Cc3ccccc3)CC2)cc1OC	i	i	i	i	i	-10.8	i	i	-5.2	4.9	i
O=C(NCc1cccc(C(F)(F)F)c1)C1CC(c2c(Cl)cccc2Cl)=NO1 (configuration not stated)	i	i	i	i	i	-6.7	i	i	1.5	3.5	i
CCOC(=O)CSc1ccc(S(=O)(=O)N(CC)CC)cc1[N+](=O)[O-]	i	i	i	i	i	-1.1	i	i	-3.9	-2.9	-6.8*
O=C(Cn1c(=O)c(=O)n(Cc2ccccc2)c2ccc(Cl)cc21)Nc1cccc(F)c1	i	i	i	i	i	-7.9	i	i	-0.1	-3.0	i
COCCn1c(SCC(=O)c2ccc(F)cc2)nnc1C(C)C	i	i	i	i	i	-6.5	i	i	-4.1	7.9	i
Cc1csc(NC(=O)c2ccccc2C(=O)O)n1	i	i	i	i	i	-20.3	i	i	-3.8	-5.0	i
O=C(O)[C@H](Cc1ccccc1)N1C(=O)c2ccncc2C1=O	i	i	i	i	i	-8.3	100*	i	0.5	-0.4	i
COc1ccccc1Nc1nc(N)nc(CSc2nc(C)cc(C)n2)n1	i	i	i	i	i	-15.1	i	i	-10.0	-6.7	i
COc1cc(C(=S)N2CCOCC2)ccc1OS(=O)(=O)c1ccc(Cl)cc1	i	i	i	i	i	-3.6	i	i	7.7	10.7	i
OC(CCN1CCCCC1)(c1ccccc1)c1ccccc1	i	i	i	i	i	-3.3	i	i	0.5	-6.8	i
N#CCCN(C(=O)Nc1ccccc1)c1ccccc1	i	i	i	i	i	-4.3	i	i	4.2	-5.5	i
O=C(CCc1ccc(S(=O)(=O)N2CCOCC2)cc1)Nc1nc(COc2ccccc2)cs1	i	i	i	i	i	-4.6	25*	i	-12.1	-3.0	i
COC(=O)n1c(=S)oc2cc(Cl)ccc21	i	i	i	/	/	0.8	i	i	-0.5	3.2	i
Cc1c(C)c2c(c(C)c1O)CC[C@@](C)(CCC[C@H](C)CCC[C@H](C)CCCC(C)C)O2	i	i	i	i	i	-6.2	i	i	0.5	9.2	i
Cc1ccc2c(c1)N(C(=O)CCC(=O)N1CCN(c3ccccn3)CC1)CCO2	i	i	i	i	i	-9.4	i	i	-9.2	-5.4	i
Cc1cc(CSc2nc(C)cc(=O)[nH]2)c2ncccc2c1	i	i	i	i	i	-16.1	i	i	-3.1	5.2	i
CCC(C)c1ccc(S(=O)(=O)N2CCN3CCCC3C2)cc1 (configuration not stated)	i	i	i	i	i	-8.3	i	i	0.7	-10.9	i
Cc1cc(-c2ccccc2)nc(N/N=C/c2ccccc2F)n1	i	i	i	i	i	-7.5	i	i	-11.8	3.5	i
CCOC(=O)c1cnc2c(c(C)nn2CC)c1Cl	i	i	i	i	i	-9.6	i	i	-6.6	4.1	i
COC(=O)c1c(C(=O)OC)c(-c2cccc(C)c2)n2c1CS(=O)(=O)C2	i	i	i	i	i	-1.4	i	i	-3.7	1.3	i
Cc1c(C(C)C)c(=O)n(-c2ccc(S(=O)(=O)NC3CC3)cc2)n1C	i	i	i	i	i	-7.4	i	i	1.6	3.1	i
Cc1cc(C)c(C)c(S(=O)(=O)N2CCN(c3ccccn3)CC2)c1C	i	i	i	i	i	-9.0	i	i	6.8	-4.3	i
CCOc1ccc(NC(=O)C2CC(C)=C(C)CC2C(=O)O)cc1 (configuration not stated)	i	i	i	i	i	-6.0	i	i	0.4	1.6	i
S=C(Nc1cccc(Cl)c1)NC1CCCCC1	i	i	8*	i	i	-11.6	i	i	2.1	2.7	i
COc1cccc(NS(=O)(=O)c2ccc(C)c(C(=O)N3CCCCC3)c2)c1	i	i	i	i	i	-8.7	i	i	-5.2	8.8	i
CC(C)c1ccc(NC(=O)C2CCC(CNC(=O)[C@@H]3Cc4ccccc4CN3)CC2)cc1 (some centres not stated)	i	i	i	i	i	-3.1	i	i	1.1	-2.9	i
The list goes on.
SMILES	RGS4 pot	RGS4 block	KCNQ1 block	KCNK3 block	ANO1 activ	hERG rescue	TMEM16A inh	KCNQ1 act	SKKanGAS inh	HDAC3 inhib	KCNK9 inh
CC(C)(C)c1ccc(OCC(=O)Nc2ccncc2)cc1	i	i	i	i	i	-13.8	i	i	-19.7	2.6	i
Cc1c(Cl)cccc1NC(=O)C1CC2CCC1C2 (configuration not stated)	i	i	i	i	i	-7.7	i	i	3.4	-0.7	i
CCOC(=O)c1ccc(CSC(=N)N)o1	i	i	i	i	i	-14.4	i	i	-0.6	-1.3	i
CCCSc1nc(NCc2ccco2)c2c3c(sc2n1)COC(C)(C)C3	i	i	6*	-9.56*	i	-11.5	i	i	37.8	-5.9	i
CSc1nc(C)c(CCO)c(=O)[nH]1	i	i	i	i	i	-2.5	i	i	6.9	?	i
CC1CCC(NC(=O)CC2Oc3ccccc3NC2=O)CC1 (configuration not stated)	i	i	i	i	i	-6.3	i	i	-0.9	7.6	i
Cc1cc(C)cc(OCC(=O)NN2Cc3ccccc3C2=N)c1	i	i	i	i	i	-7.8	i	i	7.8	-1.6	i
Cc1cc(C2=NNC(=Nc3ccc(S(=O)(=O)N4CCOCC4)cc3)SC2)c(C)n1CC1CCCO1 (configuration not stated)	i	i	i	i	i	-15.5	i	i	7.5	14.8	i

Screening data deposited in PubChem by several laboratories.
